zVAD death inh – L929 zVAD cell death inhibition. L929 zVAD necroptosis rescue, ATP luminescence, 24 h; with zVAD 60 µM. viability rescue, % at 10 µM. 220,000 tested, 0.38% active;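 active = activation, scaled between plate controls, above about 75%, limit read from the data; inactive = activation under that limit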;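 also: 0% = zVAD with DMSO and 100% = DMSO alone without zVAD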
TNF necrop inh – inhibitors of TNF-alpha induced necroptosis in Jurkat FADD-/- cells. Jurkat FADD-/- TNF necroptosis rescue, ATP luminescence, 24 h; 0 = TNF only, 100 = no-TNF cells. activation (protection from cell death), % at 10 µM. 220,000 tested, 0.068% active. AID 463075;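 active = activation, meaning protection from cell death, of at least 50% relative to plate controls; inactive = activation below 50%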;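 also: necroptosis triggered by 40 ng/mL TNF-alpha added together with compound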
EP2 antag – EP2 receptor (human) inhibition; C6 glioma cells expressing human EP2, cAMP TR-FRET; cells stimulated with saturating PGE2; AID 1422; 260,000 tested, 0.52% active; inhibition, % at 25 µM; P43116;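 active = percent inhibition above 40 after rounding to a whole number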;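 also: rat C6 glioma host cells with rolipram phosphodiesterase inhibitor present; the protocol text gives 20 µM as final concentration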
Target sequence (P43116 whole entry, looked up): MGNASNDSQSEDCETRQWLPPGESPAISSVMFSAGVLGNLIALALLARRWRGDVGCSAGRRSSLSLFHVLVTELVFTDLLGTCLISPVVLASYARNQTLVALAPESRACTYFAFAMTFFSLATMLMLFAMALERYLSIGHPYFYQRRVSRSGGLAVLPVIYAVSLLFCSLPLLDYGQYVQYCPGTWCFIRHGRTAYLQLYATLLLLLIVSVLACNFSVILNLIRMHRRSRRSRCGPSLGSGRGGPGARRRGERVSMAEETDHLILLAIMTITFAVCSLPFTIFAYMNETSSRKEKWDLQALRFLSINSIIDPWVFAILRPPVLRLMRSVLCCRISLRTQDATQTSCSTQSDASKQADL
FXIIa inh – blocks human coagulation factor XIIa protease activity; P00748; purified FXIIa, Boc-QGR-AMC fluorogenic substrate, 2 h; inhibition, % at 5 µM; 220,000 tested, 0.3% active; AID 800; in the data active = inhibition above about 40%;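 also: 0% = enzyme with no compound and 100% = blank without enzyme; many of its hits are not listed in these tables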
Target sequence (P00748 20-372 limits assumed): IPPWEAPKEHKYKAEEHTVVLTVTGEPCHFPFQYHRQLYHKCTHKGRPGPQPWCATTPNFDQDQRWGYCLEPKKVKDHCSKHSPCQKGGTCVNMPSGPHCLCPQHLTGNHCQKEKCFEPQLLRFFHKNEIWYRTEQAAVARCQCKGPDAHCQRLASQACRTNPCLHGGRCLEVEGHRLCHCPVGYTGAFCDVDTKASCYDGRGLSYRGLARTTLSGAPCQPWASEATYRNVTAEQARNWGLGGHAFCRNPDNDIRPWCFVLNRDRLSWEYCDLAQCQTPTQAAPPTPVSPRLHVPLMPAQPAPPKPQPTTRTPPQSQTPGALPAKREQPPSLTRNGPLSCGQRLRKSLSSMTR
Target sequence (P00748 373-615 limits assumed): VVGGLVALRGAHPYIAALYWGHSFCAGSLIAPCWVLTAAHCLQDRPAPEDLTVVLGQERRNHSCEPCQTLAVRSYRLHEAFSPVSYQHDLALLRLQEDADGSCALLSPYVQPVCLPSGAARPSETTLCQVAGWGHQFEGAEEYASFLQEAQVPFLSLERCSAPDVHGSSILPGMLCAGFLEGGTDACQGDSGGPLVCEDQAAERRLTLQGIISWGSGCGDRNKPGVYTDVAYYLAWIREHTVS
CHOP inhibitor – blocks CHOP induction under ER stress; inhibition, % at 10 µM; 220,000 tested, 3.8% active; CHO-K1 CHOP-promoter luciferase, tunicamycin-induced, 15-18 h;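 active = compounds that reduced the stress-induced luciferase reporter signal by more than about 70% of percent inhibition, limit read from the data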;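 also: 0% = tunicamycin plus vehicle and 100% = wells without tunicamycin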
PPC-1+TRAIL kill – kills PPC-1 cancer cells in the presence of TRAIL; AID 1443; 220,000 tested, 0.41% active; PPC-1 cells + TRAIL, ATPLite viability luminescence; cell killing (% activity), % at 4 µM;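 active = cell killing above 50% in the first pass at 4 µM, then a duplicate retest at 5 µM averaging 50% or more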;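 also: plate controls were cells with TRAIL plus DMSO for no effect and medium-only wells lacking cells for full effect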
TbHK1 inh – blocks Trypanosoma brucei hexokinase 1 activity; recombinant TbHK1, G6PDH-coupled NADH A340; inhibition, % at 10 µM; 220,000 tested, 0.11% active; AID 1430;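 active = inhibition of 50% or more in the single-dose primary screen; inactive = inhibition below 50%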
FXIa inh – blocks human coagulation factor XIa protease activity; AID 798; 220,000 tested, 0.14% active; purified FXIa, Boc-Glu-Ala-Arg-AMC fluorogenic substrate; inhibition, % at 5 µM; P03951;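 active = inhibition of at least 40%; inactive = inhibition below 40%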;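 also: fluorescence of freed AMC excited at 355 nm; 0% = enzyme without compound and 100% = no enzyme blank; many of its hits are not listed in these tables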
Wee1 degr inh – human Wee1 degradation inhibition, primary screen | P30291 | HeLa Luc-Wee1K328M stability, luciferase luminescence; 100% = proteasome inhibitor MG132 effect | reporter increase, % at 5 µM | 220,000 tested, 1.2% active | AID 1321;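 active = activation above the mean of all tested compounds plus 3 SD, set per screening run, cut at about 8.8% in these data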;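 also: cells exposed to compound for 20 h before luminescence read; 0% = DMSO alone and 100% = MG132 at 30 µM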
Numbers without * were called inactive; · = not tested or not shown; & = joins results of further samples. Only part of the results is shown; the hit share may differ from the screen's.

molecule | zVAD death inh | TNF necrop inh | EP2 antag | FXIIa inh | CHOP inhibitor | PPC-1+TRAIL kill | TbHK1 inh | FXIa inh | Wee1 degr inh
COc1ccc(C(=O)N2CC3(CC(c4ccc(Cl)cc4)=NO3)C[C@H]2C(=O)NCC(N)=O)cc1 (stereo not given in full) | -0.1 | -3.3 | 7 | 8 | 24 | 12 | 2 | 0 | 1
O=c1c2ccccc2c(-c2cccc(C(F)(F)F)c2)nn1-c1ccccc1 | 1.1 | 2.2 | 14 | 10 | 29 | 6 | 7 | 4 | 1
CCN(CC)S(=O)(=O)c1ccc2c(c1)nc(SCn1nnc3ccccc3c1=O)n2CC | 0.5 | 0.5 | 8 | 4 | 23 | -9 | -2 | -1 | 0
CC(C)C[C@H](N)c1nnc(S(=O)(=O)Cc2ccc(F)cc2)o1 | 4.4 | -11 | -2 | 13 | 103* | 4 | -2 | 5 | 1
C/C(=N\NC(=S)Nc1c(C)cccc1C)c1ccc(OC(F)F)cc1 | -0.4 | -2.5 | 8 | 19 | 49 | 21 | 7 | 12 | 1
Cc1noc(C)c1S(=O)(=O)N1CCCCC1 | -0.4 | 0.6 | 10 | 8 | 7 | 42 | -9 | -2 | 0
Cc1cc(C(=O)NCc2cccs2)c(C)o1 | -0.4 | 0.7 | 6 | 11 | -30 | 19 | 1 | 23 | 3
O=C(c1ccccc1)c1ccc(OCC(O)CN2CCCC2)cc1 (stereo not given) | 0.1 | 0.2 | 14 | 11 | -9 | 1 | -3 | 3 | 5
C/C(=N/NC(=O)CCc1c(C)n[nH]c1C)c1cccc([N+](=O)[O-])c1 | 0.7 | 5.5 | 9 | 26 | 7 | -15 | -4 | 20 | -3
CCOC(=O)c1nnn2c1nc(SCC(C)=O)c1ccccc12 | 0.2 | -4.9 | 10 | 0 | 17 | 12 | -14 | -3 | -2
O=C(NCCC1=CCCCC1)C1CCN(S(=O)(=O)c2ccc(Br)s2)CC1 | · | 0.6 | 8 | 9 | 40 | 19 | 3 | 7 | -1
CC(=O)c1ccc(OCc2ccccc2)c(C)c1O | 2.2 | 1.7 | 13 | 10 | 42 | 3 | -1 | 1 | 7
COc1ccc(NC(=S)NNC(=S)Nc2cccc(C(F)(F)F)c2)cc1 | 77* | 0.2 | 17 | 6 | -8 | 3 | 7 | 7 | 3
OCc1nc(CO)n(Cc2ccccc2)n1 | 0.5 | -0.1 | 3 | 6 | -1 | -3 | 1 | -2 | -2
NC(=O)c1cc([N+](=O)[O-])ccc1N1CCCCC1 | 1.0 | -0.7 | 9 | 1 | 1 | 33 | -9 | -5 | -1
CCN(CC)C(=O)c1cccc2nc3ccccc3nc12 | -0.2 | 0.5 | 2 | 6 | 26 | 1 | 6 | -2 | -2
CCOC(=O)c1oc2c(c1C)C(=O)CCC2 | 0.6 | 0.5 | 8 | 5 | -26 | 21 | -3 | 8 | 1
CCSc1ccccc1C(=O)Nc1cc(C)on1 | 0.2 | -0.4 | 9 | 3 | 18 | -12 | -1 | 3 | 0
CC(C)CCOc1ccc(-c2c(=O)n(OCc3ccc([N+](=O)[O-])cc3)c3ccccc3[n+]2[O-])cc1 | 0.1 | -8.5 | 3 | 10 | 1 | 10 | -4 | 4 | 2
COc1ccc(C)cc1S(=O)(=O)N(C)CC(=O)NCc1ccco1 | 0.3 | -2.8 | 15&3 | -1 | 34 | -9 | -3 | -3 | 0
N#Cc1ccc(/C=C/C(=O)c2ccccc2)cc1 | -1.0 | -22 | 29 | 9 | -43 | 13 | -15 | 1 | 1
Cc1cccc2c(CC(=O)O)noc12 | 0.3 | 0.5 | 8 | 8 | 16 | 18 | 26 | 7 | 0
COc1ccc(C(=O)NNC(=O)C(=O)Nc2ccc(C)c(Cl)c2)cc1 | 1.9 | -1.1 | 6 | 13 | 65 | 15 | -6 | 1 | -2
Cc1c(NC(=O)COC(=O)/C=C/c2ccc(Cl)cc2)c(=O)n(-c2ccccc2)n1C | 6.3 | 1.7 | 3 | 8 | -28 | 11 | -2 | -2 | 1
O=C(c1ccccc1NS(=O)(=O)c1cccc(C(F)(F)F)c1)N1CCc2ccccc21 | 1.5 | 0.0 | 12 | 7 | 50 | 25 | 33 | 7 | -2
Cc1ccsc1CNC1C2CC3CC(C2)CC1C3 (stereo not given) | 12 | 3.2 | 10 | 6 | -5 | 5 | 2 | -6 | 1
Cc1ccc(S(=O)(=O)Nc2ccc(-c3csc(-c4ccccc4)n3)cc2)cc1 | 4.0 | 5.1 | 3 | 8 | 94* | -15 | 8 | 7 | 5
CCCCNc1nc2ccccc2nc1NS(=O)(=O)c1cccs1 | -0.1 | 0.7 | 10 | 10 | 3 | 4 | -6 | 5 | -1
COc1ccc(CN2CCN(S(=O)(=O)c3ccc(NC(C)=O)cc3)CC2)cc1 | -0.5 | -1.4 | 4 | 11 | 6 | 31 | -4 | -1 | 5
Oc1nc(Nc2ccc(Cl)cc2Cl)sc1/C=C1\C=Nc2ccccc21 | 0.0 | -3.6 | 27 | 7 | 73* | 5 | -5 | 9 | 1
COC(=O)c1c(C)nc(C)c(C(=O)OC)c1-c1cccs1 | 12 | 0.7 | 3 | 5 | 18 | 20 | 2 | 2 | -5
COC(=O)C1CSC(C(=O)OC)N1C(=O)CN1CC(C)OC(C)C1 (stereo not given) | -0.3 | -2.0 | 6 | 4 | 15 | 24 | -3 | -14 | -1
c1ccc(-c2ccccc2OCCn2cncn2)cc1 | -0.3 | -1.7 | 6 | 5 | 9 | 26 | 5 | -9 | -1
CC(=O)Nc1ccc(NC(=O)/C=C/c2ccccc2)cc1 | 0.4 | -1.8 | 5 | 2 | -12 | 31 | -9 | 0 | 1
O=C(NNc1c2ccccc2nc2ccccc12)c1ccc(O)cc1 | 0.9 | 2.3 | 6 | 10 | 14 | 13 | -6 | 3 | 2
O=C(/C=N/O)NCc1ccncc1 | -0.2 | -0.3 | 10 | 15 | 67 | 25 | -5 | 2 | 3
Cc1c(Cc2ccccc2)c(=O)oc2cc(O)ccc12 | 0.7 | -0.4 | 10 | -8 | 36 | 10 | -25 | -6 | 2
Nc1nc(NC(=O)/C=C/c2ccccc2)nn1-c1ccccc1 | 8.8 | -0.1 | 2 | 3 | 17 | 19 | -7 | 6 | 0
Cc1cc([N+](=O)[O-])ccc1NC(=O)C(C)N1CCN(c2ccccn2)CC1 (stereo not given) | -0.1 | -0.6 | 14 | 5 | 15 | 3 | 0 | -2 | -3
COc1ccc(CCNC(=O)Cn2c(-c3nonc3N)nc3ccccc32)cc1OC | -0.3 | -0.1 | · | 11 | -1 | -3 | -10 | -1 | -1
CCCCCCCCC/C(=N\O)c1ccccn1 | 0.2 | -1.9 | 3 | 2 | -7 | 8 | 11 | -6 | -2
O=c1oc2c3c4c(cc2c(C(F)(F)F)c1CCN1CCOCC1)CCCN4CCC3 | 0.2 | 1.4 | 9 | 15 | 20 | 22 | -13 | 8 | -2
NNC(=O)c1nn(-c2ccc(Cl)cc2)cc1O | -0.5 | 0.1 | 10 | 6 | 6 | 9 | -36 | 0 | 0
Cc1ccnc(NC(=O)CCC(=O)N(CC(=O)NC2CCCCC2)CC2CCCO2)c1 (stereo not given) | 0.1 | -2.7 | 9&7 | 9 | -6 | 4 | 6 | 3 | -2
O=S(=O)(NCC1CCCO1)c1ccc(S(=O)(=O)N(Cc2ccc(F)cc2)C2CCCCC2)cc1 (stereo not given) | 0.2 | 1.1 | 9 | · | · | · | -1 | · | 0
CC(=O)c1ccc(N2CCN(C(=O)/C=C/c3cccs3)CC2)cc1 | -0.8 | 1.0 | 7 | 8 | 5 | 10 | -29 | 4 | 0
CC1CNc2c(cccc2S(=O)(=O)N[C@@H](CCCN=C(N)N)C(=O)N2CC[C@@H](C)C[C@@H]2C(=O)O)C1 (stereo not given in full) | · | · | 19 | · | -1 | 7 | · | · | -2
Cc1cc2cc(CN(CC3CCCO3)C(=O)c3cnccn3)c(=O)[nH]c2cc1C (stereo not given) | 0.2 | -0.3 | 9 | -1 | 8 | 24 | -12 | -9 | 0
O=C(/C=C/c1ccc(Cl)cc1)N1CCN(c2ccc(Cl)cc2[N+](=O)[O-])CC1 | -0.2 | -3.1 | 11 | -2 | 12 | 16 | 5 | -7 | 6
COc1ccc(S(=O)(=O)NC(C)C(=O)Nc2ccccc2F)cc1 (stereo not given) | 1.1 | 0.0 | 0 | -1 | 3 | 10 | -9 | -1 | 0
CS(=O)(=O)N(CC(=O)N1CCN(c2ccc(F)cc2)CC1)c1ccc(F)c(Cl)c1 | -0.1 | 0.6 | 8 | 14 | 23 | -24 | -5 | 5 | 1
Cn1cc(C(=O)NCC2COc3ccccc3O2)c(=O)c2cc(S(=O)(=O)N3CCCCC3)ccc21 (stereo not given) | 3.5 | -5.4 | 6 | -1 | 50 | -3 | 16 | -3 | 0
CCOC(=O)CC1COCCN1Cc1cn[nH]c1-c1cc(OC)c(OC)c(OC)c1 (stereo not given) | -1.1 | -1.0 | 10 | 5 | 1 | 2 | -5 | -1 | -2
COc1ccc(-c2n[nH]c(=S)n2Cc2ccco2)cc1 | -1.5 | -0.1 | 10 | 10 | 30 | 4 | -8 | 2 | 0
CC1CC(C)CN(CCOc2ccc(Cl)cc2Cl)C1 (stereo not given) | -0.2 | 2.1 | 7 | 12 | 65 | 10 | 1 | 1 | 0
Cc1nc(Sc2ccccc2)c(C#N)cc1-c1ccccc1 | 0.3 | -5.5 | 7 | 18 | 10 | 14 | 3 | 2 | -2
CCCCCNC(=O)c1cc(S(=O)(=O)N2CCCC2)ccc1F | · | 2.6 | 9 | 14 | -15 | -8 | -2 | 11 | 2
Cc1cc(N2CCCC2=O)cc(C)c1S(=O)(=O)NCCOc1ccccc1 | -0.1 | -1.6 | 2 | -6 | 24 | 13 | -1 | -6 | -3
CCN(Cc1ccccc1)C(=O)COC(=O)c1cnc(C)cn1 | 1.0 | 1.2 | 7 | 5 | -7 | 8 | -4 | -4 | 1
Cc1cccc(C)c1OCC(O)CNC(C)(C)C (stereo not given) | -0.2 | 0.2 | 6 | 25 | -15 | -7 | -3 | 23 | 4

(more compounds)
molecule | zVAD death inh | TNF necrop inh | EP2 antag | FXIIa inh | CHOP inhibitor | PPC-1+TRAIL kill | TbHK1 inh | FXIa inh | Wee1 degr inh
COC(=O)Nc1sc(C(=O)N(C)C)c(C)c1C(=O)OC | 0.1 | -0.8 | 11 | 5 | 5 | -10 | 5 | -9 | -1
Cc1cnc(NC(=O)CSc2nnc(Cc3ccccc3)n2C)s1 | -0.3 | 0.4 | 2 | 6 | -6 | -5 | -7 | 3 | -1
Cn1c(SCc2cc([N+](=O)[O-])cc3c2OCOC3)nnc1-c1ccccn1 | 1.2 | 0.3 | 3 | 6 | 15 | 10 | -10 | -1 | 0
COc1ccc(-c2ccc(OC)cc2)cc1 | 0.6 | 0.8 | 10 | 17 | 2 | -13 | -5 | 8 | 0
Cc1ccc(S(=O)(=O)N2CC3(C)CN(S(=O)(=O)c4ccc(C)cc4)CC(C)(C2)C3)cc1 | -0.3 | 0.8 | 10 | 13 | 32 | -13 | -14 | -2 | -1
C(=N\Nc1nc2ccccc2[nH]1)/c1ccc2c(c1)OCCO2 | 82* | 3.2 | 5 | 5 | 19 | 35 | -75 | 2 | 11*

Screening data from PubChem BioAssay.
